High-throughput results: PubChem BioAssay, National Center for Advancing Translational Sciences (NCATS)
TDP1 inh: inhibitors of human tyrosyl-DNA phosphodiesterase TDP1 | Q9NUW8 | recombinant TDP1, AlphaScreen DNA substrate cleavage | Potency, µM (series often up to 130 µM), inactives show top-dose activity change, negative = inhibition, most hits filed as inhibitors | 350,000 tested, 0.28% active; note: nearly all actives have a fitted effect of over 40% in size
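Signal: AlphaScreen proximity between streptavidin donor and anti-FITC acceptor beads on intact substrate. Reaction: Tdp1 1 nM, substrate 15 nM final, 5 min RT after 15 min compound preincubation.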
KAT2A inh: GCN5L2 (KAT2A) acetyltransferase inhibition; Q92830; Potency, µM (titrated, usually from 58.9 µM), for the others: top-dose activity change, negative = inhibition, hits mostly inhibitors; 390,000 tested, 0.21% active; GCN5L2 HAT assay, ThioGlo1 CoA-SH fluorescence
Target sequence (Q92830 whole entry, looked up): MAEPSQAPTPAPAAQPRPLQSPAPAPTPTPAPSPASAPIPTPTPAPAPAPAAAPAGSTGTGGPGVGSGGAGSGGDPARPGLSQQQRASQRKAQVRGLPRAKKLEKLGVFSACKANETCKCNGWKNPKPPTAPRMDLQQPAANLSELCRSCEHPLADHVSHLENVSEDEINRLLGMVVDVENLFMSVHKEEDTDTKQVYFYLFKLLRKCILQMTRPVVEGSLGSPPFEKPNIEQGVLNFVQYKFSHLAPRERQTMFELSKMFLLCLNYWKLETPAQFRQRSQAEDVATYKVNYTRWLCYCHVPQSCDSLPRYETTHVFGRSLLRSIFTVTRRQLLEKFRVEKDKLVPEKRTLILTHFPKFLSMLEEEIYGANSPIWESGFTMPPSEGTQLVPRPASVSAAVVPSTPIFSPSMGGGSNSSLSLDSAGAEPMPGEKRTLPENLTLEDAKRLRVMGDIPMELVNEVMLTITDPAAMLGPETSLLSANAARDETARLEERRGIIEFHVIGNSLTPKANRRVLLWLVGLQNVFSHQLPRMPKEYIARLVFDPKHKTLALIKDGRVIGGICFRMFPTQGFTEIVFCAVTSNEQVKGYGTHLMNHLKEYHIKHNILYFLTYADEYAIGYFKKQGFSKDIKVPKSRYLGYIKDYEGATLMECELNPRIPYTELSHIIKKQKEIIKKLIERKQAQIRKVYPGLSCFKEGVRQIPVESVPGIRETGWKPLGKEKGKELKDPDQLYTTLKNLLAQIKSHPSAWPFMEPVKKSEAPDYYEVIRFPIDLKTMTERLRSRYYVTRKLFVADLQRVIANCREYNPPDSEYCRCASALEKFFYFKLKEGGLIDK
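Titration-based screen in which CoA formation is detected via maleimide probe ThioGlo1 (50uM) turning fluorescent on thiol reaction; substrates H3(1-25) 75uM and acetyl-CoA 70uM, GCN5L2 20nM, 20 min incubation at room temperature.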
DT40 TDP1 no CPT: qHTS for Inhibitors of human tyrosyl-DNA phosphodiesterase 1 (TDP1): qHTS in cells in absence of CPT | AID 686978, 2013 | DT40 Tdp1-/- hTDP1 cells, no CPT, ATP luminescence, 48 h | 420,000 tested, 15% active | Potency, µM (doses to about 46.2 µM), without a hit: at the top dose activity change, negative = growth inhibition, usual class: inhibitors; note: nearly all actives have a fitted effect of over 55% in size
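Growth kinetics read by CellTiter-Glo luminescence after ≥48 hr at 37 °C. Cells: DT40 Tdp1-/- stably carrying human TDP1, 400 per well, compound exposure in the absence of CPT (DMSO vehicle).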
* = called active by the depositor; ? = inconclusive; / = no result given; ! = not active in a repeat; [ ] = another dose, or the depositor's remark. Calls come from the whole dose curve; as a rule, active = well fitted curve in the direction sought with a large enough effect; inconclusive = small, poorly fitted or top-dose-only effect, or another doubt; inactive = no such curve, though single readings can be large; an effect the other way counts as inactive or inconclusive. % is set by controls: 0 for no effect and ±100 for the full control effect; potency is the fitted concentration of half-maximal effect. Not all compounds are listed; the hit share may differ from the screen's.

SMILES	TDP1 inh	KAT2A inh	DT40 TDP1 no CPT
Cc1cc(NS(=O)(=O)c2ccc(NC(=O)CSc3nnc(-c4ccco4)n3C)cc2)nc(C)n1	5%	2%	-11%
COc1ccc(C(=O)c2c(N)sc3c2CCN(C)C3)cc1	/	-14%	?
CCN(CC)S(=O)(=O)c1cc(C(=O)Nc2ccc(Cl)cn2)ccc1C	7%	-1%	16µM*
CC(=O)c1sc(NC(=O)COc2ccccc2)nc1C	-3%	-9%	2%
CC1CC(C)CN(C(=O)CN2CCN(Cc3ccc(Cl)cc3)C2=O)C1 (centres undefined)	4%	-3%	?
CCOc1ccc(NS(=O)(=O)c2ccc3c(c2)N(C(C)=O)CCO3)cc1	2%	0%	-23%
CCOc1ncccc1C(=O)OCc1ccc(C(=O)OC)o1	4%	1%	0%
Cc1cc(=O)oc2cc(NC(=O)c3cccc(S(=O)(=O)N(C)C)c3)ccc12	/	-7%	-9%
CCOC(=O)c1sc(NC(=O)CSc2nc3cccnc3n2C)nc1C	/	-3%	-14%
Fc1ccc(-n2ncc3c(NC4CCCCCC4)ncnc32)cc1	-3%	-2%	23µM*
COc1ccc(S(=O)(=O)NC(C)c2ccccc2)cc1C(=O)N1CCCCC1 (centres undefined)	2%	2%	-6%
CCSc1nc2ccccc2n1C(=O)/C=C\c1ccc(OC)c(OC)c1	2%	-14%	5.2µM*
CCCC[n+]1ccn(-c2nc3ccccc3nc2[N-]S(=O)(=O)c2ccc(Br)cc2)c1	5%	?	-9%
CCc1ccc(OCC(=O)NCCOc2ccccc2)cc1	2%	-4%	-19%
CC(C)CSc1nnc(N)s1	1%	3%	-8%
Clc1ccc(-c2cc3ccccc3nc2N2CCCC2)cc1	/	-7%	18µM*
O=C(C[C@H]1C/C=C\C[C@@H](Cc2ccc(F)cc2)C(=O)O[C@@H](c2ccccc2)CNC1=O)N[C@@H](CO)Cc1ccccc1	-4%	0%	-17%
Cn1cccc1C(=O)N1CCC2(CC1)CN(Cc1ccc(C#N)cc1)C2	/	6%	-17%
CC(C)(C)c1ccc(C(=O)NCCC(=O)NC2=NCCS2)cc1	0%	-5%	-22%
COc1ccc2c(C)cc(SCC(=O)NC3CCCCC3)nc2c1	1%	-3%	?

Record cards, from the list above. Values in the order: TDP1 inh, KAT2A inh, DT40 TDP1 no CPT
`Clc1ccc(-c2cc3ccccc3nc2N2CCCC2)cc1` across the screens: /, -7%, 18µM*
`CCc1ccc(OCC(=O)NCCOc2ccccc2)cc1` across the screens: 2%, -4%, -19%
`Cn1cccc1C(=O)N1CCC2(CC1)CN(Cc1ccc(C#N)cc1)C2` across the screens: /, 6%, -17%
`COc1ccc(S(=O)(=O)NC(C)c2ccccc2)cc1C(=O)N1CCCCC1` (centres undefined) across the screens: 2%, 2%, -6%
`O=C(C[C@H]1C/C=C\C[C@@H](Cc2ccc(F)cc2)C(=O)O[C@@H](c2ccccc2)CNC1=O)N[C@@H](CO)Cc1ccccc1` across the screens: -4%, 0%, -17%

Remaining list, next part.
SMILES	TDP1 inh	KAT2A inh	DT40 TDP1 no CPT
O=C(c1nn(Cc2ccccc2)c(=O)c2ccccc12)N1CCc2ccccc2C1	7%	-15%	16µM*
CC(C)Oc1cccc(C(=O)NC(=S)Nc2ccccc2)c1	5%	-5%	?
CCN(CC(=O)Nc1ccc(NC(C)=O)cc1)C(=O)c1cc(CN2C(=O)c3ccccc3C2=O)ccc1OC	/	-29%	7%
COc1ccccc1Nc1nc(N)nc(CN2CCC(Cc3ccccc3)CC2)n1	2%	-7%	?
CCSC1=NC2(CCCCC2)Nc2sc3c(c21)CCCC3	7%	?	?
CC(C)c1nc(SCC(=O)Nc2nccs2)c2ccccc2n1	-20%	-8%	-29%
CCCC(C(=O)NCCC(C)C)N(Cc1ccc(F)cc1)C(=O)c1snc(C(N)=O)c1N (centres undefined)	/	-3%	?
CCOC(=O)C1(Cc2cccc(Cl)c2)CCCN(C(=O)c2cccnc2)C1 (centres undefined)	3%	-17%	?
CCO[C@@H]1OC(C(=O)O)=C[C@H](c2csc3ccccc23)[C@H]1CCCO	4%	-6%	-8%
N#CCC(=N)N1CCN(c2ccccc2Cl)CC1	0%	-5%	-2%
O=C(CN1CCC(C(=O)c2ccc(F)cc2)CC1)Nc1ccc(F)cc1	4%[56.1 µM]	0%	?
CCCN1CCN(C(=O)c2cc(COc3ccc(F)cc3F)on2)CC1	7%	-3%	?
Cc1ccc(C)c(OCc2cc(C(=O)N3CCN(c4ccccc4)CC3)no2)c1	2%	-20%	-2%
CCn1c(SCC(=O)NCC2CCCO2)nnc1-c1ccccc1OC (centres undefined)	1%	-5%	13%
CCC1(C)Cc2ccccc2-c2nc3n(c(=O)c21)CC(C(=O)O)S3 (centres undefined)	-2%	0%	8%
CCc1nnc(NC(=O)CSc2nnc(CSc3nc(C)cc(C)n3)n2C)s1	-6%	-4%	-1%
COc1cc(OC)c(Cl)cc1N	6%	-8%	16µM*
FC(F)(F)c1cccc(OCC2CNC(=S)O2)c1 (centres undefined)	/	-11%	-14%
O=C(Cc1csc(NC(=O)Nc2cccc(Cl)c2)n1)NC1CCCC1	0%	-2%	?
COc1ccc(S(=O)(=O)N2CCCCCC2)cc1C(=O)N(C)CC(=O)Nc1ccccc1C(F)(F)F	1%	-4%	?
Cn1c(-c2ccc(F)cc2)cnc1NCc1ccc(F)cc1F	/	-5%	?
CCOc1ccc(N2C(=O)CC(Sc3nccc(C)n3)C2=O)cc1 (centres undefined)	6%	1%	?
CCOC(=O)C1CCN(C(c2ccc(SC)cc2)c2c(O)cc(C)n(Cc3ccco3)c2=O)CC1 (centres undefined)	5%	-9%	-22%
Cc1ccc(NC(=O)CC2SC(=O)NC2=O)cc1 (centres undefined)	-1%	17%	5.8µM*
Cc1[nH]c2ccccc2c1SCC(=O)N1CCOCC1	3%	1%	-13%
O=C(O)C1CCCCC1C(=O)NC1CCCCC1 (centres undefined)	2%	-16%	-7%
NC(=O)C(CC(=O)O)NC(=O)[C@@H]1CCOc2c(I)cc([N+](=O)[O-])cc2C(=O)N[C@@H](CCC(=O)O)C(=O)N[C@@H](CO)C(=O)N1 (some centres undefined)	4%	-1%	-7%
O=C(NCc1ccc2c(c1)OCO2)C(=O)NCC1OCCN1S(=O)(=O)c1ccc(Cl)cc1 (centres undefined)	3%	?	-28%
CN(C)c1ccc(C(C(=O)NC2CCCC2)N(C(=O)c2csnn2)C2CC2)cc1 (centres undefined)	/	-3%	-26%
Cc1ccc(NC(=O)Cn2cccc2)c(Br)c1	4%	-8%	-14%
COc1ccc(CN2CCN(Cc3ccco3)CC2)cc1	/	-11%	-12%
COc1cccc(Oc2nc3ncn(Cc4ccccc4)c3c(=O)n2C)c1	7%	-6%	-25%
COC(=O)c1ccc(NC(=O)c2cc(S(=O)(=O)N3CCC(C)CC3)cn2C)cc1	9%	-1%	?
CN(C)S(=O)(=O)c1cccc(NC(=O)CCCc2nc3ccccc3c(=O)[nH]2)c1	3%	-12%	0%
COc1ccc(N2C(=O)C3CCCN3C2c2ccc(C)cc2)cc1 (centres undefined)	-5%	-5%	-1%
CC(=O)N1CCN2C(=O)C1CCCC(=O)c1cc(C3CCCCC3)ccc12 (centres undefined)	-1%	1%	-30%
Cc1ccc(CNC(=O)c2cc(Cl)cc(Cl)c2)n1C	/	-9%	21%
N#Cc1ccccc1COC(=O)CCC(=O)c1cccs1	-3%	-7%	2%
Cc1c(CN2CCN(c3cccc(C(F)(F)F)c3)CC2)c(=O)n(-c2ccccc2)n1C	3%	-7%	?
CCc1ccc(-c2nc(CSCC(=O)N3CCN(c4ccccn4)CC3)c(C)o2)cc1	9%	-6%	18µM*
O=S(=O)(c1cccc(C(F)(F)F)c1)N1CCN(c2ccccc2)CC1	-1%	1%	-20%
O=C(COc1ccc(OCc2ccccc2)cc1)NC1CCOC1=O (centres undefined)	-4%	-8%	-23%
O=S(=O)(c1ccc(OCC2CO2)cc1)c1ccc(OCC2CO2)cc1 (centres undefined)	5%	-8%	2.1µM*
O=C(c1ccc(COc2ccccc2Br)cc1)N1CCCCC1	2%	-2%	16µM*
COc1ccc(/C=C/C(=O)NCc2ccccn2)cc1	1%	-1%	-1%
Cc1ccc(OC(=O)c2ccc(S(=O)(=O)N(C)C)cc2)c(-n2nc3ccccc3n2)c1	5%	-7%	-18%
Cc1c(=O)n(OCc2ccccc2F)c2ccccc2[n+]1[O-]	7%	-2%	?
NCCCC[C@@H](C(=O)N1CCNCC1)n1cc([C@@H](N)CC(N)=O)nn1	1%	3%	-4%
CSc1sc(C#N)c2c1/C(=N\O)CCC2	3%	-4%	-13%
Cc1cc(Cl)ccc1NC(=O)CN1C(=O)NC2(CCCc3ccccc32)C1=O (centres undefined)	/	3%	?
Next section:
SMILES	TDP1 inh	KAT2A inh	DT40 TDP1 no CPT
Cc1cc(C)n(S(=O)(=O)c2cc(C)c(C)cc2C)n1	4%	-10%	-16%
CCCCSc1nnc(-c2ccccc2)c2ccccc12	0%	0%	?
CN1CCSc2ccc(C(=O)Nc3cc(F)ccc3F)cc21	/	-12%	3%
Cc1ccc(NS(=O)(=O)c2ccc(C(C)C)cc2)cc1S(=O)(=O)N1CCOCC1	3%	-8%	?
CCNC(=O)CSc1nc2ccccc2c(=O)n1CCCOC(C)C	4%	4%	-12%
CCOc1ccccc1CNCCO	-5%	-3%	9%
O=C(Nc1ccccc1N1CCOCC1)c1cccnc1Cl	0%	1%	3%
CCOC(=O)Nc1cccc(C(=O)O)c1	6%	1%	5%
CN(C(=O)CSc1ncccc1C(=O)O)c1ccccc1	0%	-13%	-13%
O=C1CN(Cc2nc3cc(Cl)ccc3c(=O)[nH]2)CCN1	/	9%	?
C=CCc1ccc(OCCCCN2CC(C)OC(C)C2)c(OC)c1 (centres undefined)	/	-3%	?
CCC1CN(C(=O)NCc2ccc(C)cc2)c2cc(C)ccc2O1 (centres undefined)	5%	?	15µM*!
CSc1nc2ccc3nc(NC(=O)C4COc5ccccc5O4)sc3c2s1 (centres undefined)	5%	-9%	?
CCC[N+]1(CC#CC(O)(c2ccccc2)C2CCCCC2)CCCCC1 (centres undefined)	/	-1%	?
CCN(c1ccccc1)S(=O)(=O)c1nnc(NC(=O)COc2ccccc2F)s1	-3%	-5%	-20%
OCC1(CO)COC(C(Cl)(Cl)Cl)OC1	2%	-7%	0%
COCCN1C(=O)c2[nH]nc(-c3ccccc3O)c2C1c1ccc(OC)cc1 (centres undefined)	4%	-4%	-20%
O=[N+]([O-])c1cc(/C=N\Nc2nc(-c3ccccc3)cs2)ccc1O	11%	?	18µM*
COc1ccc(OCCC(=O)Nc2ccccc2)cc1	/	-13%	-3%
COC(=O)c1cn(Cc2cccc(C)c2)nn1	3%	-1%	?

As a working copy, some entries already given:
SMILES	TDP1 inh	KAT2A inh	DT40 TDP1 no CPT
C=CCc1ccc(OCCCCN2CC(C)OC(C)C2)c(OC)c1 (centres undefined)	/	-3%	?
CCC1CN(C(=O)NCc2ccc(C)cc2)c2cc(C)ccc2O1 (centres undefined)	5%	?	15µM*!

Remaining list, next part.
SMILES	TDP1 inh	KAT2A inh	DT40 TDP1 no CPT
Cc1ccc(NC(=O)C2CCCNC2=O)nc1 (centres undefined)	1%	0%	2%
CC(Sc1ccc(S(=O)(=O)N2CCOCC2)cn1)c1ccccc1Cl (centres undefined)	0%	-11%	29µM*
C=CCNCCOc1c(C)cc(C)cc1Cl	3%	-1%	-16%
COc1cccc(C(=O)NOCc2ccc(C)cc2)c1OC	0%	2%	-21%
COc1cc(OC)cc(C(=O)NNC(=O)CCNS(=O)(=O)c2ccc(C)c(C)c2)c1	1%[0.505 µM]	-5%	-6%
CCN1CCN(C(c2cccnc2)c2c(NC(=O)c3ccco3)sc(C)c2C)CC1 (centres undefined)	2%	-7%	23µM*
Cc1ccc2nc(-c3ccc(NC(=O)CCN4C(=O)c5ccccc5C4=O)cc3)sc2c1	-5%	-1%	-38%
Cc1cc(NC(=O)Cn2cnc3sc(C)c(-c4ccccc4)c3c2=O)no1	2%	1%	-5%
O=C(C1CC(c2ccccc2O)=NO1)N1CCCC1 (centres undefined)	-2%	1%	3%
COC(=O)c1sccc1NC(=S)OC	-4%	1%	-26%
CCOC(=O)C1=C(COC(=O)CSc2ccc(C)cc2)NC(=O)NC1C (centres undefined)	-8%	2%	13%
Cc1ccsc1C(=O)OCC(=O)Nc1nnc(-c2ccccc2)o1	5%	-1%	?
O=C(Nc1cccc(-c2nnc(-c3ccccc3)o2)c1)C1CC1	-5%	0%	?

Pulled by compound from above (three):
SMILES	TDP1 inh	KAT2A inh	DT40 TDP1 no CPT
CC(C)CSc1nnc(N)s1	1%	3%	-8%
COc1ccc(N2C(=O)C3CCCN3C2c2ccc(C)cc2)cc1 (centres undefined)	-5%	-5%	-1%
Cc1ccc(NS(=O)(=O)c2ccc(C(C)C)cc2)cc1S(=O)(=O)N1CCOCC1	3%	-8%	?
